# LYPLA1 counter: LYPLA1 (human) inhibition in PME1 counter-screen; recombinant LYPLA1, FP-Rh probe fluorescence polarization; inhibition, % at 5.9 µM; actives 0.16% (n = 320,000); AID 2174;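 active = inhibition above the mean of all tested compounds plus 3 SD, set per campaign, cut at about 14% in these data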;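 note: inhibitors block serine hydrolase probe labeling of LYPLA1 so polarization falls; 0% = enzyme with DMSO and 100% = wells lacking LYPLA1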
# Target sequence (O75608 whole entry, looked up): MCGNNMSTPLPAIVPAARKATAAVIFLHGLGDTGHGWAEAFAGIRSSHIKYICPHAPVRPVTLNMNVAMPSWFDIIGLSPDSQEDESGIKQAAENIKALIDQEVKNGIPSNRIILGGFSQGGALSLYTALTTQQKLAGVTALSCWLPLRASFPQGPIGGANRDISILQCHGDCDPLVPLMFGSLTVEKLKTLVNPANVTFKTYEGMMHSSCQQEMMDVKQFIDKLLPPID
# PAFAH1B3 FP inh: inhibitors of human PAFAH1B3 | inhibition, % at 3.39 µM | recombinant PAFAH1B3, FP-rhodamine probe, fluorescence polarization | actives 0.28% (n = 340,000) | AID 492972;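 active = inhibition above the screen-wide average of all tested compounds plus 3 SD, cut at about 25% in these data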;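 note: 0% = enzyme with DMSO only and 100% = wells lacking PAFAH1B3 protein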
# Target sequence (Q15102 whole entry, looked up): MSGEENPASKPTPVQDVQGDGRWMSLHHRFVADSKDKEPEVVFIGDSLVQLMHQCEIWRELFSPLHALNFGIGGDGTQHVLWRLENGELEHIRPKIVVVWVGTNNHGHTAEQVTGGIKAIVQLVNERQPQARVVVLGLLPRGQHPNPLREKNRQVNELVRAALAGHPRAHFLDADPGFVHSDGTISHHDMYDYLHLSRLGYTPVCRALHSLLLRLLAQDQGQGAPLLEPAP
# PAFAH2 FP inh: PAFAH2 (human) inhibition; recombinant PAFAH2, FP-rhodamine activity probe, fluorescence polarization; inhibition, % at 3.39 µM; actives 0.99% (n = 340,000);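 active = inhibition above the mean over all tested compounds plus 3 SD, cut at about 30% in these data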;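 note: inhibitors block probe labeling of enzyme so polarization drops; 0% = enzyme with DMSO and 100% = wells lacking PAFAH2 protein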
# PAFAH1B2 inh: blocks human PAF acetylhydrolase 1b catalytic subunit 2 | recombinant PAFAH1B2, FP-rhodamine activity probe, fluorescence polarization | inhibition, % at 3.39 µM | P68402 | actives 1.2% (n = 340,000);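 active = inhibition above the mean of all tested compounds plus 3 SD, cut at about 24% in these data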;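 note: 0% = enzyme with DMSO and 100% = wells lacking PAFAH1B2; many of its hits are not listed in these tables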
# Target sequence (P68402 whole entry, looked up): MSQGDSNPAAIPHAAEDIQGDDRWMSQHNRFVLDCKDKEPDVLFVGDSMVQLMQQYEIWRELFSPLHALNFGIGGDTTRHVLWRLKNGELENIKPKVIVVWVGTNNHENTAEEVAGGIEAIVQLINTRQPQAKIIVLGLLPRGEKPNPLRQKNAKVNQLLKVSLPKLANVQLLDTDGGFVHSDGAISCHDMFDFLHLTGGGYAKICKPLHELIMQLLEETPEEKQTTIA
# PME-1 primary: blocks human protein phosphatase methylesterase 1; Q9Y570; recombinant PME-1, FP-Rh probe fluorescence polarization; inhibition, % at 5.9 µM; actives 0.53% (n = 320,000); AID 2130;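 active = inhibition above the campaign mean of all compounds plus 3 SD, cut at about 26% in these data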;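 note: competitive labeling of PME-1 active site by serine hydrolase directed probe; 0% = PME-1 with DMSO and 100% = wells lacking PME-1 enzyme; inhibitors block probe labeling so polarization falls and inhibition rises; many of its hits are not listed in these tables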
# PAD4 FP inh: blocks human protein arginine deiminase 4; inhibition, % at 6.36 µM; recombinant PAD4, RCA probe fluorescence polarization; AID 485272; Q9UM07; actives 0.41% (n = 330,000);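 active = percent inhibition above a cutoff equal to the mean of all tested compounds plus 3 SD, cut at about 15% in these data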;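 note: 0% = PAD4 with RCA probe and DMSO and 100% = probe without PAD4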
# GSTO1 counter: GSTO1 inhibition, counter-screen for RBBP9 inhibitors; P78417; recombinant GSTO1, activity-based probe fluorescence polarization; inhibition, % at 5.96 µM; actives 1.1% (n = 300,000);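 active = inhibition above the campaign mean inhibition plus 3 SD, cut at about 35% in these data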;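 note: 0% = GSTO1-1 with DMSO and 100% = wells lacking GSTO1-1 enzyme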
# Target sequence (P78417 whole entry, looked up): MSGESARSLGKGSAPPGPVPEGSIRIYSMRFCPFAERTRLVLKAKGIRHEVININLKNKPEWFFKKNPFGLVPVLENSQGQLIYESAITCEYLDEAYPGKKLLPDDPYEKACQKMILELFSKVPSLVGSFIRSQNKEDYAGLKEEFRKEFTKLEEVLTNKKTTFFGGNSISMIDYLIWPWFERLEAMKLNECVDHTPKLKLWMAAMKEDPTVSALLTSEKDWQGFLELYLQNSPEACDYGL
# Fam108B counter: counter-screen for RBBP9 inhibitors: inhibitors of mouse Fam108B; inhibition, % at 9.51 µM; actives 0.33% (n = 300,000); recombinant Fam108B, FP-Rh probe fluorescence polarization;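 active = inhibition above the screen mean inhibition plus 3 SD, computed separately per campaign, cut at about 18% in these data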;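 note: inhibitors lower polarization as less probe binds the enzyme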
# pPAFAH inh: inhibitors of human plasma PAF acetylhydrolase (pPAFAH); recombinant pPAFAH, FP-rhodamine probe fluorescence polarization; inhibition, % at 3.39 µM; actives 1.5% (n = 330,000); Q13093;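 active = inhibition above the mean inhibition across the screen plus 3 SD, cut at about 25% in these data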;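 note: inhibitors block binding of the rhodamine activity-based probe so polarization drops; 0% = enzyme with DMSO and 100% = wells lacking pPAFAH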
# The depositor's hits bear a star; / = not tested or not shown. This is a subset, so the mix of outcomes need not match the whole.
smiles	LYPLA1 counter	PAFAH1B3 FP inh	PAFAH2 FP inh	PAFAH1B2 inh	PME-1 primary	PAD4 FP inh	GSTO1 counter	Fam108B counter	pPAFAH inh
Cc1cc(NC(=O)CN2C(=O)S/C(=C\c3ccccc3)C2=O)no1	0	3	-9	-4	-2	4	6	-11	-2
COc1ccc(/[N+]([O-])=C/c2ccoc2)cc1	2	8	-3	0	6	-12	/	/	3
Cc1ccccc1CSCC(=O)NCc1ccco1	3	7	-4	2	-4	-1	-1	-4	2
CC1CN(C(=S)NC2CCCC2)CC(C)O1 (centres undefined)	-1	2	0	-1	2	-6	-1	-3	2
O=C(CCc1n[nH]c(=O)[nH]c1=O)N1CCOCC1	0	-3	2	6	2	0	0	0	-7
Cc1cc(C)cc(NC(=O)N2C3CCCC2CC(NC(=O)C2CC2)C3)c1 (centres undefined)	2	2	13	0	0	-2	4	1	-1
Cc1c(NC(=O)c2cc(-c3ccccc3O)on2)c(=O)n(-c2ccccc2)n1C	2	6	4	1	4	-3	7	-2	2
Cc1cc(=O)oc2cc(OCC(=O)Nc3c(Cl)cccc3C(F)(F)F)ccc12	2	4	-3	1	-4	-3	3	0	-1
CCN1/C(=C2\C(=O)N(C)C(=S)N2C)C=Cc2ccccc21	-2	1	0	0	-2	0	2	1	1
C=CCc1c(C)[nH]c(=O)[nH]c1=O	3	6	3	-8	1	-4	2	0	4

# Taken from above:
# LYPLA1 counter result of `Cc1cc(=O)oc2cc(OCC(=O)Nc3c(Cl)cccc3C(F)(F)F)ccc12` stands at 2
# pPAFAH inh result of `CCN1/C(=C2\C(=O)N(C)C(=S)N2C)C=Cc2ccccc21` stands at 1

# Next part.
smiles	LYPLA1 counter	PAFAH1B3 FP inh	PAFAH2 FP inh	PAFAH1B2 inh	PME-1 primary	PAD4 FP inh	GSTO1 counter	Fam108B counter	pPAFAH inh
CC1CCCN(C(=O)COC(=O)CSc2ccc(C(N)=O)cc2[N+](=O)[O-])C1 (centres undefined)	6	6	2	6	-1	-5	7	-1	1
CN(c1cccc(Cl)c1)S(=O)(=O)c1cccc(C(=O)Nc2ccc3c(c2)CCC3)c1	-19	-13	-29	-9	-49	0	-7	-19	-9
CCCCc1c(O)nc(SCC(=O)Nc2ccc3c(c2)CCC3)[nH]c1=O	0	8	2	8	0	14	-14	-1	0
Cn1nc(C(F)(F)F)c(-c2ccccc2)c1NC(=O)c1nccnc1C(=O)O	-1	2	-10	8	-3	-2	8	2	0
COc1ccc(CCNC(=O)CSc2ccccn2)cc1OC	-1	6	5	-2	2	-3	7	-1	9
COc1ccc(CCc2cc(OC)cc(=O)o2)cc1	3	6	0	4	-2	3	4	0	3
CCCCN(C(=O)c1ccc(Cl)cc1)C1CC2CCC(C1)N2C (centres undefined)	3	0	-9	-1	-2	1	4	3	1
COCCCNC(=S)Nc1cccc(SC)c1	-2	9	-7	3	2	-4	1	0	3
COC(=O)c1cn(-c2ccccc2)nc1-c1ccc(OC)c(OC)c1	-1	2	2	0	1	0	-12	-1	-3
CCCc1cc(=O)oc2cc(OCC(=O)NCc3ccccn3)ccc12	5	4	-1	5	4	1	-1	-5	6
Cc1cccc(-c2noc(CN(C(=O)c3ccc(Br)o3)C(C)C)n2)c1	1	3	8	5	3	1	-4	8	7
COc1ccc([C@@H]2Sc3ccccc3NC(=O)[C@@H]2O)cc1	-2	2	-4	8	7	2	0	-1	0
CN(CC(=O)NNC(=O)c1cccnc1)S(=O)(=O)c1cc(Cl)ccc1Cl	1	1	7	3	1	-3	-1	-4	0
CN=Cc1nc(-c2ccccc2)oc1O	1	-5	17	-1	-9	-8	5	1	0
Cc1ccc(C)c(S(=O)(=O)c2c(C)cc(C)nc2Cl)c1	0	10	3	0	-3	-4	8	1	3
CCCn1nnc(NC(=O)C(c2ccccc2)c2ccccc2)n1	2	3	-12	3	-1	-2	-6	0	1
COc1ccc(C2=NN(c3ccccc3)C(c3cccs3)C2)cc1 (centres undefined)	2	6	6	8	-3	2	-3	6	8
CCOC(=O)c1cnc2c(OC)cccc2c1N1CC(C)CC(C)C1 (centres undefined)	-3	3	1	6	-1	-7	1	0	9
CC(C)NC(=O)c1ccc(NC(=O)CC2SC(N3CCCCC3)=NC2=O)cc1 (centres undefined)	2	12	-3	4	-6	-9	/	/	-2
CN(C)c1ccc(/C=N\Nc2nc(-c3ccccc3)cc(=O)[nH]2)cc1	-1	5	16	2	1	2	19	3	-1
C1CC2CN(c3nc4nonc4nc3N3CCSCC3)CCN2C1 (centres undefined)	0	3	3	4	-4	5	7	-4	3
O=C(NCc1ccc(F)cc1)N1CCN(C(=O)c2ccccc2)CC1	3	3	1	4	4	-1	/	/	1
CCCCNC(=O)Cn1c(-c2ccc(OC)cc2)noc1=O	-1	6	-4	4	-1	2	2	1	6
COC(=O)c1sccc1NC(=O)c1cc2c(s1)CCCC2	-7	-2	-4	-2	-9	-2	-3	-6	-2
N#C/C(=C\c1ccco1)Sc1nc2ccccc2s1	5	0	0	0	2	1	-5	-2	13
COc1ccc(-n2ncc3c(Nc4cccc(C)c4)ncnc32)cc1	3	9	-7	-9	-6	-5	-7	-1	-1
CCC(=O)Oc1oc(-c2ccccc2)nc1C=Nc1ccccc1OC	0	11	-3	7	7	-4	-3	-3	1
O=C(COC(=O)[C@H](Cc1ccccc1)NC(=O)c1cccs1)NC1CCCCC1	-3	8	14	-1	2	0	-3	-5	0
O=C(CC1C(=O)NCCN1Cc1ccccc1C(F)(F)F)NC1CCC1 (centres undefined)	1	10	0	5	2	2	0	3	2
Cc1cc(Nc2ccc(F)cc2F)n2nc(C)nc2n1	0	4	8	-2	3	8	0	1	2
CC1CC(C)CN(S(=O)(=O)c2ccc3c(c2)CCN3C(=O)C2CC2)C1 (centres undefined)	5	6	0	3	-4	-5	-3	1	4
c1ccc(CN2CCCC3(CCCN(Cc4nc(CC5CC5)no4)C3)C2)cc1 (centres undefined)	2	1	1	1	-5	-3	-3	-2	-3
Cc1ccc2c(c1)N(CC(=O)Nc1c(C)cccc1C)C(=O)c1cccnc1O2	0	10	9	5	-1	-4	2	3	7
Cc1ccccc1C(=O)NCCOc1ccccc1Cl	-1	7	1	8	-7	-7	7	0	-1
Cn1cnc(S(=O)(=O)N2CCN(C(c3ccc(F)cc3)c3ccc(F)cc3)CC2)c1	4	3	11	9	3	-1	6	3	11
NS(=O)(=O)c1ccc(CCNC(=O)CSc2nc3ccccc3c3nc(CCN4CCCCC4)nn23)cc1	-5	5	6	0	0	1	14	-5	2
COc1ccc(N=c2oc3c(OC)cccc3cc2C(=O)NCc2ccco2)c(OC)c1	0	8	7	8	8	3	1	0	14
COc1ccc(NC(=O)CSc2nncs2)cc1S(N)(=O)=O	-1	-2	3	3	3	-6	8	-5	2
Cc1cccc(Oc2nc3c(c(=O)n(C)c(=O)n3C)n2C)c1	2	4	6	2	0	1	16	3	4
Cc1ccc2nc(Nc3nc(CSc4nnnn4-c4ccccc4)cc(=O)[nH]3)nc(C)c2c1	-1	9	-1	0	0	1	-8	1	4
Cn1c(=O)[nH]c(=O)c2c1nc(Sc1ccccc1)n2CCc1ccccc1	-2	4	-6	4	0	3	2	0	-3
CC(C)(C)n1nnnc1C(c1cccs1)N1CCCC2(CCCCC2)C1 (centres undefined)	2	11	5	19	1	-1	4	4	9
CCN(C1CCCCC1)S(=O)(=O)c1ccc(S(=O)(=O)N2CCN(CCC#N)CC2)cc1	5	11	3	25*	2	-2	-6	-1	1
O=C1Nc2ccccc2C(O)(C(=O)NCc2ccco2)N1c1ccc(Cl)c(Cl)c1 (centres undefined)	-2	8	4	5	-9	1	-2	-1	6
Cc1ccc2c(c1)N(Cc1cccc(Cl)c1)C(=O)c1cccnc1O2	-6	-5	2	3	8	3	-3	-2	2
O=C(CN1CCN(S(=O)(=O)c2ccccc2[N+](=O)[O-])CC1)Nc1ccc(N2CCOCC2)cc1	1	6	-1	7	1	-3	-9	-4	4
CCOc1ccc(CN(C)CC(=O)Nc2cc(C)c(C)cc2[N+](=O)[O-])cc1	-1	8	2	4	1	0	-1	-2	5
COc1ccc(NC(=O)COC(=O)c2ccc(-n3cnnn3)cc2)cc1Cl	-4	1	35*	-4	-7	-5	1	-13	-1
Cc1cc(N2CCN(c3cccc(C(F)(F)F)c3)CC2)n2nc(C)nc2n1	0	-6	4	3	-3	-3	4	-5	0
O=C1OCC/C1=C\c1ccccc1O	2	1	6	0	4	4	9	2	3

# Carrying on:
smiles	LYPLA1 counter	PAFAH1B3 FP inh	PAFAH2 FP inh	PAFAH1B2 inh	PME-1 primary	PAD4 FP inh	GSTO1 counter	Fam108B counter	pPAFAH inh
CCOc1ccc(C(=O)Nc2ccc3nc(N4CCN(CC)CC4)cc(C)c3c2)cc1	2	6	6	4	-12	3	-19	3	10
CC1Nc2ncnc(N3CCN(c4ccccc4)CC3)c2N(Cc2ccc(Cl)cc2)C1=O (centres undefined)	-3	-6	3	-2	2	4	2	0	6
O=C(CC1C(=O)NCCN1Cc1ccccc1)NCCCOc1cccnc1 (centres undefined)	-2	2	-4	8	7	0	1	2	4
COc1ccc(Cl)cc1S(=O)(=O)N1CCC(C(=O)NCc2ccccn2)CC1	3	-1	3	1	5	-2	2	-5	2
CCOC(=O)C1CCCCN1Cc1cccc(C(F)(F)F)c1 (centres undefined)	-1	4	3	4	4	-2	-2	0	-1
Cc1nnc(SCC(=O)NC2CCCc3c2cnn3-c2ccc(F)cc2F)o1 (centres undefined)	-2	6	5	-5	-6	-3	1	-9	5
CC(C)Oc1ccc(CCc2n[nH]c(=S)n2Cc2ccccc2)cc1	-4	5	7	12	-3	2	-2	0	2
CCOC(=O)C1=C(N)Oc2cc(O)ccc2C1c1ccc(C)cc1 (centres undefined)	-1	1	2	1	-1	-6	5	-5	-3
Cc1cc(C)n2ncc(C(=O)NCc3ccc(Cl)cc3)c2n1	2	1	-3	1	2	0	-4	-1	-5
CC1=NN(C(=O)Cn2nc([N+](=O)[O-])c(Br)c2C)C(O)(C(F)(F)F)C1 (centres undefined)	-2	3	0	1	-5	-1	-2	3	-2
COCCNC(=O)NC(=O)CN1CCN(C(c2ccccc2)c2ccccc2)CC1	-6	1	3	0	5	-5	1	-2	0
Cc1ccc(N2C(=O)[C@@H]3C(C(=O)C(c4ccccc4)c4ccccc4)=NN[C@@H]3C2=O)cc1	-5	-7	4	10	8	1	4	4	6
CC(C)C[C@H](NC(=O)c1[nH]cnc1C(=O)N[C@@H](C)c1ccccc1)C(=O)OC(C)(C)C	1	9	1	4	5	1	6	-3	10
CN(C)C(=O)CCc1ccc2c3c([nH]c2c1)[C@]1(CCc2ccccc2)[C@@H](C(=O)N2CCCCC2)C[C@H](CC(=O)NCc2cccc(C(F)(F)F)c2)C(=O)N1CC3	/	3	-2	2	/	1	/	/	12
COc1ccc(-c2cc(C(=O)Nc3cccc(S(=O)(=O)NCc4ccco4)c3)c3ccccc3n2)cc1OC	-45	-58	-66	-27	-74	-3	-70	-37	-33
CCCn1cc(CN2CCC(Oc3ccc(C(=O)N4CCCC4)cc3)CC2)c(C)n1	-5	3	-3	2	-7	2	-4	-2	0
O=C(O)CCSCCC(=O)O	0	3	0	8	0	-3	0	4	1

# Assay outcomes (PubChem)
